Compound activity: PubChem, National Center for Advancing Translational Sciences (NCATS)
Ub-GFP proteasome = ubiquitin-GFP accumulation via proteasome inhibition; 67,000 tested, under 10 active; Potency, µM (titrated, usually from 45.9 µM), inactives show at the top dose activation (GFP accumulation), most hits filed as activators; Ubiquitin-GFP reporter cells, proteasome inhibition, GFP fluorescence; response scale: untreated = 0%, 10 µM MG-132 = 100%; active = well fitted activation curve with a large enough effect, not every such curve was filed as active; inconclusive = small, poorly fitted or top-dose-only effect, or another doubt; inactive = no such curve, though single readings can be large or run the other way; also: potency is read from the fitted curve at half-maximal effect
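Reporter cells (U2OS, ubiquitin-G76V-GFP fusion) are plated overnight, then treated 4 hr at 37 °C with compound titrations from 46 uM down to 2.9 nM. Activity is scaled against untreated cells and 10 uM MG-132.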
Tau fil binding = binders of human tau filaments | recombinant tau filaments, thioflavin S fluorescence, 15 h; filaments grown with octadecylsulfate alongside compound | Potency, µM (titrated, usually from 57.1 µM), inactives show at the top dose activity change, negative = inhibition | actives 2% (n = 71,000) | AID 596;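 also: potency is read from the fitted curve at half-maximal effect; % is scaled to controls: 0 for no effect and ±100 for the full control effect; actives lower thioflavin S fluorescence by blocking filaments or displacing dye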
Target sequence (P10636 whole entry, looked up): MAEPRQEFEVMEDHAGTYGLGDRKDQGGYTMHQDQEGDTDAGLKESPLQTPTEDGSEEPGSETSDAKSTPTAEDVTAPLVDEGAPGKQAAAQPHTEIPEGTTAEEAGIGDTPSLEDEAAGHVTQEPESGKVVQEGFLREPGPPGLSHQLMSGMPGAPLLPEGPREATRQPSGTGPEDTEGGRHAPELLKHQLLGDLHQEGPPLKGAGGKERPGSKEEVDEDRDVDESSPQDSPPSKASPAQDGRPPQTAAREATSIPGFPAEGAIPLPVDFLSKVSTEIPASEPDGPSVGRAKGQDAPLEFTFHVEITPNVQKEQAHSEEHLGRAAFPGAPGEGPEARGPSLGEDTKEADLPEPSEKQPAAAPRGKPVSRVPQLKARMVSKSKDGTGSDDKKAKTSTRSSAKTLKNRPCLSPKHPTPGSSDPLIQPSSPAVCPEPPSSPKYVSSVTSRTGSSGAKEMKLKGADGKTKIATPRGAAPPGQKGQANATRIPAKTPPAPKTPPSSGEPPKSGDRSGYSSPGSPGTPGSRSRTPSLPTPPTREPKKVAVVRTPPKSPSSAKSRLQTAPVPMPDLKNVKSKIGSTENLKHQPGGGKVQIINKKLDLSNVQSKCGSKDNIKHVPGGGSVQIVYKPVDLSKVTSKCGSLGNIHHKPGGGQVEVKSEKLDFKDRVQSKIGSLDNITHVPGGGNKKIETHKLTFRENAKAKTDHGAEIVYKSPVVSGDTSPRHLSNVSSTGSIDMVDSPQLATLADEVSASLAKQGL
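ThS-based fibril read: tau 1 uM final, inducer ODS 30 uM final, 37 C for 15 h, ex 450/em 510 nm.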
15-hLO inh = 15-hLO (ALOX15) enzyme inhibition; actives 1.4% (n = 74,000); P16050; Potency, µM (doses to about 57.1 µM), without a hit: top-dose activity change, negative = inhibition, most hits filed as inhibitors; purified 15hLO-1, xylenol orange hydroperoxide absorbance; also: potency is read from the fitted curve at half-maximal effect; % is scaled to controls: 0 for no effect and ±100 for the full control effect; nearly all actives have a fitted effect of over 55% in size
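Quantitative HTS in 25 mM Hepes pH 7.5 containing 0.01% Triton X-100: human 15hLO-1 at 40 nM, arachidonic acid at 50 uM, 6 min turnover. Product quantified via ferrous oxidation/xylenol orange, 573:405 nm absorbance ratio.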
Hsp90 Hop PPI = changes Hsp90-Hop TPR2A binding signal, up or down; AlphaScreen TPR2A-His6 binding biotin-Hsp90 C-terminal peptide; Potency, µM (doses to about 57 µM), without a hit: top-dose activity change, negative = inhibition; actives 0.44% (n = 71,000); AID 595; active = well fitted curve in either direction with a large enough effect; inconclusive = small, poorly fitted or top-dose-only effect, or another doubt; also: potency is read from the fitted curve at half-maximal effect; % is scaled to controls: 0 for no effect and ±100 for the full control effect; many of its hits are not listed in these tables
HBB splicing = alters splicing of the hemoglobin beta chain; HBB splicing reporter cell assay, activation; EGFP reporter with mutant IVS2-654 intron; response scale: normalised to 500 nM splice-correcting PNA; Potency, µM (series often up to 46.1 µM), for the others: top-dose activation, usual class: activators; actives 0.06% (n = 65,000); AID 925; also: potency is read from the fitted curve at half-maximal effect; 0% is about no effect
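Compounds were applied for 2 days to HeLa EGFP-654 cells, 500/well in Optimem with 2% FCS. The reporter's EGFP is disrupted by mis-splicing of beta-globin intron IVS2-654. Readout: summed well GFP fluorescence from 488 nm laser scanning; reference was 500 nM antisense […] 654 PNA.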
GFP derepression = derepresses silenced GFP locus in mouse C127i cells | mouse C127i GFP locus derepression, cytometry, 30 h | actives 0.09% (n = 68,000) | Potency, µM (titrated, usually from 46.1 µM), for inactives: at the top dose GFP derepression (activation); also: % of control where 0% means no effect
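Derepression screen: silenced CMV-GFP reporter in murine C127i cells, 30 h compound incubation at 37 C, washed cells imaged by laser-scanning cytometer to enumerate GFP-expressing objects of 20 to 120 um.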
CRE-bla Fsk = CRE-bla signaling modulation under forskolin stimulation | Potency, µM (doses to about 38.2 µM), without a hit: at the highest dose activity change, negative = inhibition, most hits filed as activators | CHO CRE-bla reporter (cAMP response element driving beta-lactamase), forskolin EC10, beta-lactamase ratio | AID 662 | actives 2.5% (n = 71,000); active = well fitted activation curve with a large enough effect in the signal ratio, with a control signal flat, not every such curve was filed as active; inconclusive = small, poorly fitted or top-dose-only effect, or effect the other way, or a change in a side signal; the % refers to the signal ratio; also: potency is read from the fitted curve at half-maximal effect; % of control where 0% means no effect
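CRE-bla CHO reporter cells treated with compound titration plus EC10 NKH 477 (water-soluble forskolin), incubated 3 h at 37 °C; CCF4 loading 2 h at room temperature, 460/530 nm emission ratio read, AC50 values derived for positive or negative modulators.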
Luciferase inh = blocks Photinus pyralis firefly luciferase activity. actives 2.2% (n = 72,000). Potency, µM (doses to about 57.1 µM), for inactives: top-dose activity change, negative = inhibition, most hits filed as inhibitors. purified firefly luciferase, luminescence, 8 min; also: potency is read from the fitted curve at half-maximal effect; % is scaled to controls: 0 for no effect and ±100 for the full control effect; nearly all actives have a fitted effect of over 40% in size
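Here, luciferase activity is measured as luminescence following an 8 min room-temperature reaction at 10 uM ATP, pH 7.2. Every library sample is titrated.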
ERK AVP inh = blocks ERK signaling stimulated by vasopressin. HEK293-V1b, vasopressin-stimulated pERK AlphaScreen. Potency, µM (titrated, usually from 57.5 µM), without a hit: top-dose activity, negative = inhibition, most hits filed as inhibitors. actives 0.99% (n = 72,000); also: potency is read from the fitted curve at half-maximal effect; % is scaled to controls: 0 for no effect and ±100 for the full control effect; nearly all actives have a fitted effect of over 55% in size
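HEK293 cells stably expressing V1b receptor, preincubated 30 min at 37 °C with compound, then stimulated 5 min with 25 nM vasopressin. Phospho-ERK by AlphaScreen SureFire after 5 h RT; normalized to DMSO and vasopressin; AC50 by Hill fit.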
Pol III holo inh = inhibitors of bacterial DNA polymerase III holoenzyme; reconstituted DNA polymerase III holoenzyme replication, biochemical; Potency, µM (doses to about 57.1 µM), inactives show top-dose activity change, negative = inhibition; actives 0.25% (n = 71,000); also: potency is read from the fitted curve at half-maximal effect; % is scaled to controls: 0 for no effect and ±100 for the full control effect
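Reconstituted *E. coli* holoenzyme (0.35 nM Pol III, 1 nM beta, 154 nM SSB, 2 nM primase) was preincubated with compound for 15 min at RT. Synthesis on 1.4 nM ssM13Gori ran 35 min, then was stopped with PicoGreen/EDTA and read as dsDNA fluorescence.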
HADH2 inhib = blocks human hydroxyacyl-CoA dehydrogenase type II; Q99714; Potency, µM (doses to about 57.1 µM), without a hit: at the top dose activity change, negative = inhibition, most hits filed as inhibitors; actives 3.4% (n = 73,000); recombinant HADH2, NADH fluorescence, beta-hydroxybutyryl-CoA; also: potency is read from the fitted curve at half-maximal effect; % is scaled to controls: 0 for no effect and ±100 for the full control effect; nearly all actives have a fitted effect of over 60% in size; many of its hits are not listed in these tables
Target sequence (Q99714 whole entry, looked up, one chain of several): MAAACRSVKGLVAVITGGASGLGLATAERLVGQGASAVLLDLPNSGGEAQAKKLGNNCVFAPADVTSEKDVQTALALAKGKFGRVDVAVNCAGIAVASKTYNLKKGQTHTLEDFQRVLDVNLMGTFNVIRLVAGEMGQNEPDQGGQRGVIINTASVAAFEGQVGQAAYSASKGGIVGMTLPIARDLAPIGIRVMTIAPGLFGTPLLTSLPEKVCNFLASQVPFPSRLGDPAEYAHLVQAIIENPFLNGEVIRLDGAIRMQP
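20 nM HADH2 + cpd, 15 min RT; add 1 mM NAD+/90 uM beta-hydroxybutyryl-CoA; kinetic fluorescence 360/450 nm, 4 min. Tris-HCl pH 9.0, 0.01% Tween-20.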
The depositor's hits bear a star; ? = inconclusive; · = no result given; [ ] = dose if it differs, or a comment. Unless noted, calls follow the shape of the dose curve; as a rule, active = well fitted curve in the direction sought with a large enough effect; inconclusive = small, poorly fitted or top-dose-only effect, or another doubt; inactive = no such curve, though single readings can be large; an effect the other way counts as inactive or inconclusive. Not all compounds are listed; count on the stated rates, not on these rows.

SMILES | Ub-GFP proteasome | Tau fil binding | 15-hLO inh | Hsp90 Hop PPI | HBB splicing | GFP derepression | CRE-bla Fsk | Luciferase inh | ERK AVP inh | Pol III holo inh | HADH2 inhib
CCCC(=O)c1ccc(N2CCN(C(=O)OCC)CC2)c(F)c1 | 11% | -3% | -3% | 8% | · | -1% | 0% | 1% | -5% | 0% | -2%
COCCn1c(=O)cnc2cnc(Oc3ccccc3)nc21 | -3% | 8% | 8% | -6% | -0.2% | 3%[9.22 µM] | -3% | 1%[11.4 µM] | -12% | -10% | 1%
O=C(Oc1cccc2cccnc12)c1ccc(Br)o1 | -2% | -7% | 25% | 25µM* | · | 5µM* | -9% | -1% | -4% | -11% | 7%
CCOC(=O)N1CCC(N2CCN(S(=O)(=O)c3ccc(NC(C)=O)cc3)CC2)CC1 | -2% | -19% | -9% | -1% | · | 1% | 4% | 3% | -14% | -8% | 8%
CCOC(=O)c1nnn(-c2nonc2N)c1CNC(C)C | 2% | 6% | -1% | -7% | 2.1% | -1% | 2% | 2% | -4% | -4% | -1%
CCCCN(CCCC)C(=O)CSc1nnc(-c2cc(OC)c(OC)c(OC)c2)o1 | -2% | 29% | -8% | -1% | 1.1%[0.369 µM] | 2% | ? | -1% | ? | 1% | -4%
CCN1C(=O)NC2C1N(S(C)(=O)=O)CCN2S(C)(=O)=O (centres undefined) | 14%[9.17 µM] | 7%[11.4 µM] | 7%[11.4 µM] | -12%[11 µM] | -3.0%[0.0738 µM] | -2% | ? | 0% | -1% | -4%[11.4 µM] | -10%[11.4 µM]
COc1ccccc1NC(=O)CSc1ncnc2c1oc1ccccc12 | 5% | 0% | 1% | -2% | 1.8% | -4% | 1µM* | 2% | 6% | -6% | 5%
O=C(OCC(=O)N(C1CCCCC1)C1CCCCC1)c1cnccn1 | 0% | 0% | -2% | -1% | -1.2% | 1% | -1% | 0% | -8% | -11% | -5%
COc1cc2c(C(=O)NCc3ccc4c(c3)OCO4)cn(C)c(=O)c2cc1OC | -4% | 7% | -3% | -2% | -1.3% | 0% | ? | 5% | 7% | -4% | 1%
Cc1cc(C(=O)O)ccc1-n1c(C)ccc1C | -10% | -6% | ? | -6% | -0.3% | -3% | -7% | 2% | -20% | ? | -23%
Cc1ccc(Cl)cc1N1CCN(C(c2ccc(C#N)cc2)c2nnnn2C2CCCC2)CC1 (centres undefined) | 0% | 7% | -3% | 4% | · | -1% | 6% | -1% | -3% | -2% | 5%
CC(C(=O)N1CCN(c2ccccc2)CC1)N1C(=O)C2CC=CCC2C1=O (centres undefined) | -12% | 2% | -2% | -2% | -0.2% | 2% | -8% | -1% | 3% | 1% | 6%
COc1ccc2cc(CCNC(=O)C(C)(C)C)c(=O)[nH]c2c1 | 15% | 10% | -3% | 1% | 0.1% | · | -3% | -1% | · | -8% | -10%
COc1ccccc1NC(=O)N1CCN(c2ccc3nncn3n2)CC1 | 7% | 5% | -8% | 0%[2.3 µM] | 0.1% | · | 1% | 0% | -6% | -1% | -2%
CC(=O)c1c(C(C)=O)c(C)n(Cc2ccc3c(c2)OCO3)c1C | -12% | -11% | 0% | -5% | 0.1%[1.84 µM] | 2% | 20% | 4% | -21% | -8% | -11%
CCOC(=O)N1CCC(NC(=O)c2cc(C(=O)NCc3ccc(F)cc3)ccc2CO)CC1 | 1% | 10% | 5% | -6% | -0.3% | 0% | -11% | 4% | 19% | -4% | 3%
CCC(=O)OCN1C(=O)C=CC1=O | 1%[9.17 µM] | -12%[11.4 µM] | 6%[11.4 µM] | 3%[11 µM] | 1.3%[9.22 µM] | 7%[9.22 µM] | 0%[7.6 µM] | -3%[11.4 µM] | 12%[11.5 µM] | 1%[11.4 µM] | -16%[11.4 µM]
Cc1ccccc1CNc1ncnc2c1ncn2[C@@H]1O[C@@H](CO)[C@H](O)[C@@H]1O | -2% | 29% | 6% | -1% | 0.5% | 2% | -8% | 0% | -22% | 0% | -8%
COc1ccccc1-n1nnnc1SCc1cc2c(cc1Br)OCO2 | 5% | 17% | -8% | ? | 1.0% | 0% | ? | 2% | 22% | 0% | 0%

CRE-bla Fsk: entries above that show a hit.
structure | Ub-GFP proteasome | Tau fil binding | 15-hLO inh | Hsp90 Hop PPI | GFP derepression | CRE-bla Fsk | Luciferase inh | Pol III holo inh | HADH2 inhib
COc1ccccc1NC(=O)CSc1ncnc2c1oc1ccccc12 | 5% | 0% | 1% | -2% | -4% | 1µM* | 2% | -6% | 5%

Next records follow.
SMILES | Ub-GFP proteasome | Tau fil binding | 15-hLO inh | Hsp90 Hop PPI | HBB splicing | GFP derepression | CRE-bla Fsk | Luciferase inh | ERK AVP inh | Pol III holo inh | HADH2 inhib
O=C(COC(=O)c1cc(S(=O)(=O)N2CCOCC2)ccc1O)NCC1CCCO1 (centres undefined) | -1% | 13% | 8% | 0% | 0.2%[57.5 µM] | -1% | 3% | -1% | -14% | -2% | 1%
CCOc1ccc(-c2[nH]nc3c2C(c2cccnc2)C(C#N)=C(N)O3)cc1 (centres undefined) | 6% | -3% | -9% | -7% | -2.9%[0.369 µM] | -3% | 23% | 1% | -18% | -3% | -4%
N#Cc1nc(Cc2cccc3ccccc23)oc1NCCCn1ccnc1 | · | -6% | 18% | -19% | 2.3%[0.369 µM] | 0% | 18% | -2% | -28% | 0% | -3%
COc1ccccc1Cn1c(=O)c2ccccc2n2c(Sc3ncnc4sccc34)nnc12 | -1% | -9% | -6% | -6% | -1.2% | 0% | -16% | 2% | ? | -8% | 5%
O=c1[nH]c(Cc2ccccc2)nc2c1oc1ccccc12 | 6% | 7% | -24% | -3% | 0.3% | 5% | -1% | 2% | 4% | -20% | -9%
Nc1ccccc1S(N)(=O)=O | -5%[20.5 µM] | 5%[25.6 µM] | 1%[25.6 µM] | -4%[26 µM] | 0.6%[20.6 µM] | 5%[20.6 µM] | 1%[17.1 µM] | 2%[25.5 µM] | 29%[25.7 µM] | -6%[25.6 µM] | -5%[25.6 µM]
O=C(CC12CC3CC(CC(C3)C1)C2)N1CCCOC1 | 4% | 1% | 12% | 1% | · | 1% | 8% | 2% | 0% | -4% | -1%
CNc1nc(C)c(C(=O)OCc2ccccc2)s1 | -3% | -8% | 0% | -5% | -0.5% | 2% | 14% | -1% | -29% | -6% | 3%
O=C(CS(=O)(=O)Cc1ccccc1)N1CCN(c2cccc(C(F)(F)F)c2)CC1 | 6% | -11% | -9% | -1% | -0.9% | -2% | -24% | 2% | -28% | -3% | 3%

For convenience, 3 of the compounds above.
SMILES | Ub-GFP proteasome | Tau fil binding | 15-hLO inh | Hsp90 Hop PPI | HBB splicing | GFP derepression | CRE-bla Fsk | Luciferase inh | ERK AVP inh | Pol III holo inh | HADH2 inhib
O=c1[nH]c(Cc2ccccc2)nc2c1oc1ccccc12 | 6% | 7% | -24% | -3% | 0.3% | 5% | -1% | 2% | 4% | -20% | -9%
Nc1ccccc1S(N)(=O)=O | -5%[20.5 µM] | 5%[25.6 µM] | 1%[25.6 µM] | -4%[26 µM] | 0.6%[20.6 µM] | 5%[20.6 µM] | 1%[17.1 µM] | 2%[25.5 µM] | 29%[25.7 µM] | -6%[25.6 µM] | -5%[25.6 µM]
O=C(CC12CC3CC(CC(C3)C1)C2)N1CCCOC1 | 4% | 1% | 12% | 1% | · | 1% | 8% | 2% | 0% | -4% | -1%

Limited to Hsp90 Hop PPI, for some of the entries so far:
SMILES	Hsp90 Hop PPI
Nc1ccccc1S(N)(=O)=O	-4%[26 µM]
COc1ccccc1Cn1c(=O)c2ccccc2n2c(Sc3ncnc4sccc34)nnc12	-6%

As entered above.
Luciferase inh result of N#Cc1nc(Cc2cccc3ccccc23)oc1NCCCn1ccnc1 = -2%
Luciferase inh result of O=C(CS(=O)(=O)Cc1ccccc1)N1CCN(c2cccc(C(F)(F)F)c2)CC1 = 2%
15-hLO inh result of CCOc1ccc(-c2[nH]nc3c2C(c2cccnc2)C(C#N)=C(N)O3)cc1 (centres undefined) = -9%
